DENV2 CPE rescue = protects cells from dengue virus 2 cytopathic effect. CPE inhibition, % at 9.99 µM. actives 1.7% (n = 350,000). DENV2-infected cells, cytopathic effect rescue, plate reader; in the data active = CPE inhibition above about 20%, passing the limit was not always enough; tested in BHK-21 cells;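 note: 0% = median of neutral control wells and 100% = median of positive control wells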
E-sel inducer = induces E-selectin expression in human endothelial cells | AID 686992 | actives 0.37% (n = 260,000) | P16581 | activation, % at 7.58 µM | HUVEC E-selectin immunofluorescence imaging; normalized: neutral wells 0, TNF-alpha wells 100;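 active = mean E-selectin-positive cell signal at least 10% of the positive control, reached in at least 60% of replicates, without over 20% cell loss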;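 note: in these data hits start at about 27%; measured in HUVEC primary endothelial cells; signal is the percent of cells scored E-selectin positive by PE staining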
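Read-out: % PE-positive cells | Test system: HUVEC | Doses: One compound dose added by pin transfer | Buffer or medium: EGM-2 over gelatin coat | Signal: Immunofluorescence imaging | Benchmarks: TNF-alpha, DMSO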
SIRT5 inh = sirtuin-5 (human) deacylase inhibition | Purified SirT5, succinyl-peptide AMC, trypsin-coupled fluorescence | inhibition, % at 15 µM | actives 1.1% (n = 330,000); in the data active = inhibition above about 15%
Target sequence (Q9NXA8 whole entry, looked up): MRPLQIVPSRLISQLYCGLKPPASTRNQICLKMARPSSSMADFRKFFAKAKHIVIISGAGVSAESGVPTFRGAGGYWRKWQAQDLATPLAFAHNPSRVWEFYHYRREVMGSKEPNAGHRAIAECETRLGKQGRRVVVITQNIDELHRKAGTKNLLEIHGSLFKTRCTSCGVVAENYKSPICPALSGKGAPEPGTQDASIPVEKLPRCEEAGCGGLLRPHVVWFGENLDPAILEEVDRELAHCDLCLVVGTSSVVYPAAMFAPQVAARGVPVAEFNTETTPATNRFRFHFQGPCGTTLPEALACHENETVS
ERp5 inh = inhibitors of human ERp5 | Q15084 | ERp5 insulin aggregation, absorbance 650 nm, 90 min | inhibition, % at 9.99 µM | actives 0.05% (n = 350,000) | AID 651711;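 active = mean replicate inhibition above about 25%, with every replicate also reaching it, limit read from the data, passing the limit was not always enough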
Target sequence (Q15084 whole entry, looked up): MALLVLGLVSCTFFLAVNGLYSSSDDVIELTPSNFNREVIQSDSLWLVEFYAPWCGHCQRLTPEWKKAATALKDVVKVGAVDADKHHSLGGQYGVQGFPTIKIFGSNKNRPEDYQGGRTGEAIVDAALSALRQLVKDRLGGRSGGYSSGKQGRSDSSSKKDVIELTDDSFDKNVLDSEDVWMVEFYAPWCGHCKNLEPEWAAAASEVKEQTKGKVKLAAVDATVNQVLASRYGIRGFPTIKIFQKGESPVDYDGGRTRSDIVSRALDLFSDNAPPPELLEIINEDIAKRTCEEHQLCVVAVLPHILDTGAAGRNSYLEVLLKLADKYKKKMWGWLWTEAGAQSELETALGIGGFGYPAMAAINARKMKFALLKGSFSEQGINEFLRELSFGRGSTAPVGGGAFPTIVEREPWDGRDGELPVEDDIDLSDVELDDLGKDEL
S100A4 MyoIIA = S100A4-myosin IIA interaction inhibition; P26447; S100A4/TAMRA-MyoIIA peptide fluorescence polarization; inhibition, % at 10.7 µM; actives 0.14% (n = 360,000); AID 652163;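 active = mean inhibition of at least 70% across replicates, with every replicate also reaching that level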
Target sequence (P26447 whole entry, looked up): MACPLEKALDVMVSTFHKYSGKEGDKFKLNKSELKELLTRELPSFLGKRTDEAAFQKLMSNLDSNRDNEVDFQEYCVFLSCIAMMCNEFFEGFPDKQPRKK
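Material: S100A4 monomer protein / Buffer or medium: 50 mM HEPES pH 7.2, 10 mM CaCl2, 100 mM KCl / Times: 5 min incubation before reading / Benchmarks: neutral control DMSO, positive control TFP / Reagent: labelled myosin peptide probe, 5 nM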
PglD DTNB = inhibitors of Campylobacter jejuni PglD acetyltransferase; inhibition, % at 12.5 µM; actives 0.098% (n = 360,000); purified PglD enzyme, DTNB colorimetric CoA detection; in the data active = inhibition above about 16%, passing the limit was not always enough; note: strong numbers were not always called active
C2C12 statin = suppressors of simvastatin-induced myotoxicity in C2C12 myotubes | ATP luminescence, 48 h; scaled: DMSO 0, geranylgeraniol control 100 | rescue of ATP level, % at 7.49 µM | actives 0.78% (n = 330,000) | AID 602340;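 active = mean ATP rescue above about 67%, or every replicate alone reaching that limit, limit read from the data, passing the limit was not always enough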;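 note: myotubes were challenged with 10 µM simvastatin during compound exposure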
Numbers without * were called inactive. This is a subset; rates above refer to the full screens.

The first 5 entries, ahead of the listing:
How did COc1ccccc1C(=O)N/C(=C\c1cn(C)c2ccccc12)C(=O)NCCN1CCOCC1 do in these assays?
DENV2 CPE rescue: 1; E-sel inducer: 0.0; ERp5 inh: -6; S100A4 MyoIIA: -4; PglD DTNB: 3; C2C12 statin: -1

How did Nc1nc(-c2ccco2)nn1S(=O)(=O)c1ccccc1 do in these assays?
DENV2 CPE rescue: 4; E-sel inducer: -0.1; SIRT5 inh: 1; ERp5 inh: -6; S100A4 MyoIIA: -2

How did Cc1cccc(N/N=C(\C#N)S(=O)(=O)C(C)(C)C)c1 do in these assays?
DENV2 CPE rescue: -4; SIRT5 inh: 4; ERp5 inh: -3; S100A4 MyoIIA: -3

Results for OC1(c2ccc(Br)cc2)CCN(Cc2cccc(Br)c2)CC1 ?
DENV2 CPE rescue: 2; E-sel inducer: -0.1; SIRT5 inh: -3; ERp5 inh: -7; S100A4 MyoIIA: 1; PglD DTNB: -2; C2C12 statin: 16

Results for COc1ccc(CCNC(=O)c2cccc3c2C(=O)N(C2CCCCC2)C3)cc1OC ?
DENV2 CPE rescue: -1; SIRT5 inh: -2; ERp5 inh: 6; S100A4 MyoIIA: -6; PglD DTNB: -1; C2C12 statin: 34

The whole of this part, repeating the preview:
How did COc1ccccc1C(=O)N/C(=C\c1cn(C)c2ccccc12)C(=O)NCCN1CCOCC1 do in these assays?
DENV2 CPE rescue: 1; E-sel inducer: 0.0; ERp5 inh: -6; S100A4 MyoIIA: -4; PglD DTNB: 3; C2C12 statin: -1

How did Nc1nc(-c2ccco2)nn1S(=O)(=O)c1ccccc1 do in these assays?
DENV2 CPE rescue: 4; E-sel inducer: -0.1; SIRT5 inh: 1; ERp5 inh: -6; S100A4 MyoIIA: -2

How did Cc1cccc(N/N=C(\C#N)S(=O)(=O)C(C)(C)C)c1 do in these assays?
DENV2 CPE rescue: -4; SIRT5 inh: 4; ERp5 inh: -3; S100A4 MyoIIA: -3

Results for OC1(c2ccc(Br)cc2)CCN(Cc2cccc(Br)c2)CC1 ?
DENV2 CPE rescue: 2; E-sel inducer: -0.1; SIRT5 inh: -3; ERp5 inh: -7; S100A4 MyoIIA: 1; PglD DTNB: -2; C2C12 statin: 16

Results for COc1ccc(CCNC(=O)c2cccc3c2C(=O)N(C2CCCCC2)C3)cc1OC ?
DENV2 CPE rescue: -1; SIRT5 inh: -2; ERp5 inh: 6; S100A4 MyoIIA: -6; PglD DTNB: -1; C2C12 statin: 34

What do the screens show for `CC(C)CN1C(=O)C(=O)N(CC(=O)c2ccc3c(c2)OCO3)C1=O`?
DENV2 CPE rescue: -5; E-sel inducer: -0.7; SIRT5 inh: 0; ERp5 inh: 1; S100A4 MyoIIA: -2; PglD DTNB: 1; C2C12 statin: 4

What do the screens show for `COc1ccc(S(=O)(=O)N(C)C[C@@H]2OCCCC[C@@H](C)Oc3ccc(NC(=O)Nc4ccc(F)cc4)cc3C(=O)N([C@@H](C)CO)C[C@H]2C)cc1`?
DENV2 CPE rescue: -8; E-sel inducer: 0.1; SIRT5 inh: 9; ERp5 inh: -1; S100A4 MyoIIA: 4; PglD DTNB: 2; C2C12 statin: 7

How did COc1ccc(S(=O)(=O)N2CCc3ccccc32)cc1C(=O)NC1(C)CCS(=O)(=O)C1 (stereo not given) do in these assays?
DENV2 CPE rescue: 7; SIRT5 inh: -1; ERp5 inh: 6; S100A4 MyoIIA: -1; PglD DTNB: 6; C2C12 statin: 12

What do the screens show for `CCc1ccccc1-n1nnnc1SCC(=O)Nc1ccc(N2CCN(C)CC2)cc1`?
DENV2 CPE rescue: 13; E-sel inducer: 2.0; SIRT5 inh: 6; ERp5 inh: -3; S100A4 MyoIIA: 2; PglD DTNB: 1; C2C12 statin: -22

Results for COc1cccc(CN(C)C(=O)c2ccc3c(=O)n4c(nc3c2)CCC4)c1OC ?
DENV2 CPE rescue: 6; SIRT5 inh: -1; ERp5 inh: 7; S100A4 MyoIIA: -1; PglD DTNB: 4

What do the screens show for `CCCCNC(=O)C[C@@H]1C[C@@]2(C(=O)OC)CC(C)(C)CC=C2N(CCc2ccc(OC)c(OC)c2)C1=O`?
DENV2 CPE rescue: 15; E-sel inducer: 0.0; ERp5 inh: 4; S100A4 MyoIIA: 5

Results for Cc1ccc(NC(=S)Nc2ccc(Br)cc2)cc1 ?
SIRT5 inh: -4; ERp5 inh: 4; S100A4 MyoIIA: -1; PglD DTNB: -2; C2C12 statin: -16

How did C[C@@H]1CCCCO[C@@H](CN(C)S(=O)(=O)c2ccc(F)cc2)[C@@H](C)CN([C@@H](C)CO)C(=O)c2cc(NS(=O)(=O)c3cn(C)cn3)ccc2O1 do in these assays?
DENV2 CPE rescue: -14; SIRT5 inh: -2; ERp5 inh: 4; S100A4 MyoIIA: 2; PglD DTNB: 2

What do the screens show for `COc1ccc(NC(=O)CN(C)C(=O)c2cccc(S(=O)(=O)N3CCN(c4ccccc4)CC3)c2)cc1`?
DENV2 CPE rescue: 3; SIRT5 inh: 0; ERp5 inh: 2; S100A4 MyoIIA: -4

Results for CCCc1nc2ccccc2c(=O)n1CC(=O)c1ccc(OC)cc1 ?
DENV2 CPE rescue: -3; E-sel inducer: 0.5; SIRT5 inh: -6; ERp5 inh: -16; S100A4 MyoIIA: -4; PglD DTNB: 4; C2C12 statin: 0

How did CCCN1C[C@H](C)[C@@H](OC)CN(C)C(=O)c2ccc(NS(=O)(=O)c3cn(C)cn3)cc2OC[C@H]1C do in these assays?
DENV2 CPE rescue: 6; E-sel inducer: 0.0; SIRT5 inh: -5; ERp5 inh: 0; S100A4 MyoIIA: -7; PglD DTNB: -5; C2C12 statin: 9

How did CCC(=O)N1CCc2cc(S(=O)(=O)NCCC(=O)NCc3ccccc3Cl)ccc21 do in these assays?
DENV2 CPE rescue: -1; E-sel inducer: 0.1; SIRT5 inh: 2; ERp5 inh: -4; S100A4 MyoIIA: -3; PglD DTNB: -1; C2C12 statin: -7

What do the screens show for `C[C@@H]1CN([C@@H](C)CO)C(=O)c2cc(NC(=O)Cn3cnnn3)ccc2O[C@@H]1CN(C)Cc1ccc(-c2ccccc2)cc1`?
DENV2 CPE rescue: 17; E-sel inducer: -0.3; SIRT5 inh: 4; ERp5 inh: 2; S100A4 MyoIIA: -3; PglD DTNB: 1; C2C12 statin: -5

What do the screens show for `C[C@@H]1CN([C@H](C)CO)C(=O)c2cc(NC(=O)Cc3ccccc3)ccc2O[C@@H](C)CCCCO[C@H]1CN(C)C(=O)CCC(F)(F)F`?
DENV2 CPE rescue: 18; E-sel inducer: -0.6; SIRT5 inh: 5; ERp5 inh: 1; S100A4 MyoIIA: -1; PglD DTNB: 0

Results for Cc1ccc(Nc2nnc(SC(C)C(=O)Nc3c(C)n(C)n(-c4ccccc4)c3=O)s2)cc1 (stereo not given) ?
SIRT5 inh: -5; ERp5 inh: 2; S100A4 MyoIIA: -8

Results for COC(=O)[C@]12CCCCC=C1N(Cc1ccccc1)C(=O)[C@H](CC(=O)N1CCCC1)C2 ?
DENV2 CPE rescue: 0; E-sel inducer: -0.5; ERp5 inh: -6; S100A4 MyoIIA: -6

How did CCCc1ccc2oc(C(=O)NCCc3nc(C(=O)OCC)cs3)c(C)c2c1 do in these assays?
DENV2 CPE rescue: -6; E-sel inducer: -0.1; SIRT5 inh: -4; ERp5 inh: 5; S100A4 MyoIIA: -8; PglD DTNB: -2

How did CC1=C(C(=O)Nc2cccnc2)C(c2ccccn2)n2nnnc2N1 (stereo not given) do in these assays?
E-sel inducer: 0.5; PglD DTNB: 4; C2C12 statin: 2

Results for O=S(=O)(Cc1ccccc1)N1CCCCN2[C@H](C1)[C@H](c1ccc(-c3cccnc3)cc1)[C@@H]2CO ?
DENV2 CPE rescue: -6; E-sel inducer: -0.3; SIRT5 inh: 2; ERp5 inh: 0; S100A4 MyoIIA: 7; PglD DTNB: 3; C2C12 statin: 21

What do the screens show for `O=C(NCCc1c[nH]c2ccccc12)c1cccc(S(=O)(=O)Nc2ccccc2Cl)c1`?
DENV2 CPE rescue: 0; E-sel inducer: -2.6; SIRT5 inh: -1; ERp5 inh: 5; S100A4 MyoIIA: -3

Results for CCc1ccc(Nc2cc(C)nc3nc(C)nn23)cc1 ?
DENV2 CPE rescue: -9; E-sel inducer: 0.9; SIRT5 inh: -5; ERp5 inh: -2; S100A4 MyoIIA: -1; PglD DTNB: 0; C2C12 statin: 15

Results for COc1ccc(CN(C)C[C@H]2Oc3ccc(NC(=O)C4CC4)cc3CC(=O)N([C@H](C)CO)C[C@H]2C)cc1 ?
DENV2 CPE rescue: -3; E-sel inducer: -0.1; SIRT5 inh: 2; ERp5 inh: -2; S100A4 MyoIIA: -2; PglD DTNB: 3; C2C12 statin: 4

How did Cc1ccccc1Nc1nc(-c2sc(NC(=O)c3ccco3)nc2C)cs1 do in these assays?
DENV2 CPE rescue: -8; E-sel inducer: 0.2; SIRT5 inh: -1; ERp5 inh: -1; S100A4 MyoIIA: -4; PglD DTNB: -9; C2C12 statin: -9

Results for COc1cccc(NC(=O)C2C3C=CC4(O3)C2C(=O)N(CCCN2CCCC(C)C2)C4C(=O)NC2CCCCC2C)c1 (stereo not given) ?
DENV2 CPE rescue: 2; SIRT5 inh: -2; ERp5 inh: 0; S100A4 MyoIIA: -6; PglD DTNB: -8; C2C12 statin: -1

What do the screens show for `CN1CCN(S(=O)(=O)c2cccc(C(=O)Nc3sccc3C#N)c2)CC1`?
DENV2 CPE rescue: 4; SIRT5 inh: -2; ERp5 inh: 1; S100A4 MyoIIA: -62; PglD DTNB: -99; C2C12 statin: 10

How did COc1ccc(N(C)C(=O)c2oc(=O)c3ccccc3c2-c2ccc(C)cc2)c(OC)c1 do in these assays?
DENV2 CPE rescue: -1; E-sel inducer: -0.8; SIRT5 inh: -6; ERp5 inh: 2; S100A4 MyoIIA: -2; PglD DTNB: 6; C2C12 statin: 5

Results for Cc1cc(C)nc(NC(=S)Nc2ccccc2)n1 ?
DENV2 CPE rescue: 3; E-sel inducer: 0.0; SIRT5 inh: -1; ERp5 inh: 1; S100A4 MyoIIA: -1

Results for CCOc1cc(C(=O)NCCCNC(=O)c2cc(OCC)c(OCC)c(OCC)c2)cc(OCC)c1OCC ?
DENV2 CPE rescue: 0; E-sel inducer: 1.1; SIRT5 inh: -4; ERp5 inh: 3; S100A4 MyoIIA: -2

Results for O=C1c2ccccc2C(=O)N1CCc1c[nH]c2ccc(O)cc12 ?
DENV2 CPE rescue: -5; SIRT5 inh: 1; ERp5 inh: 1; S100A4 MyoIIA: 2; PglD DTNB: 5; C2C12 statin: -5

What do the screens show for `COc1ccc2c(CC(=O)NNC(=O)c3ccc(O)cc3)coc2c1`?
DENV2 CPE rescue: 3; E-sel inducer: 0.0; ERp5 inh: 2; S100A4 MyoIIA: -3; PglD DTNB: -5; C2C12 statin: 1

What do the screens show for `Nc1ncnc2c1ncn2[C@@H]1O[C@H](CCC(=O)NCc2ccccc2)[C@@H](O)[C@H]1O`?
DENV2 CPE rescue: -6; E-sel inducer: -0.3; SIRT5 inh: -2; ERp5 inh: 6; S100A4 MyoIIA: -1; PglD DTNB: 5; C2C12 statin: 6

Results for Cc1ccc(-c2nc(CS(=O)CC(=O)N3CCN(c4ncccn4)CC3)c(C)o2)cc1 (stereo not given) ?
DENV2 CPE rescue: 0; E-sel inducer: -0.4; SIRT5 inh: -5; ERp5 inh: 4; S100A4 MyoIIA: -4; PglD DTNB: -7; C2C12 statin: 2

Results for COc1cccc(NC(=O)CN(C)C(=O)c2ccc(S(=O)(=O)Nc3ccccc3F)cc2)c1 ?
SIRT5 inh: -3; ERp5 inh: 4; S100A4 MyoIIA: -1; C2C12 statin: -21

What do the screens show for `COc1ccc(NC(=O)Nc2ccc3c(c2)C(=O)N([C@@H](C)CO)C[C@H](C)[C@H](CN(C)S(C)(=O)=O)O3)cc1`?
DENV2 CPE rescue: -1; E-sel inducer: 0.1; SIRT5 inh: 12; ERp5 inh: -7; S100A4 MyoIIA: 3; PglD DTNB: -4; C2C12 statin: -5

High-throughput results: PubChem BioAssay, Broad Institute
